Source: PubChem
FXN GAA850 act = increases GAA850 frataxin promoter reporter activity; HEK293 lucGAA850 FXN promoter luciferase reporter, 24 h; percent of 10 µM SAHA response; activation, % at 6 µM; 360,000 tested, 0.56% active; AID 540364;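 active = activation above the average of all compounds screened plus 3 SD, cutoff fixed separately per campaign, cut at about 7.5% in these data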;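 also: 0% = DMSO wells and 100% = 10 µM SAHA wells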
ADAM17 inh = inhibits human ADAM17 | inhibition, % at 6.95 µM | AID 720648 | recombinant ADAM17, EDANS/DABCYL FRET peptide cleavage | P78536 | 370,000 tested, 0.83% active;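 active = inhibition above the mean of compounds lying between control limits plus 3 SD, set per campaign, cut at about 8.5% in these data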;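 also: 0% = DMSO-only wells as the low control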
Target sequence (P78536 215-824 limits assumed): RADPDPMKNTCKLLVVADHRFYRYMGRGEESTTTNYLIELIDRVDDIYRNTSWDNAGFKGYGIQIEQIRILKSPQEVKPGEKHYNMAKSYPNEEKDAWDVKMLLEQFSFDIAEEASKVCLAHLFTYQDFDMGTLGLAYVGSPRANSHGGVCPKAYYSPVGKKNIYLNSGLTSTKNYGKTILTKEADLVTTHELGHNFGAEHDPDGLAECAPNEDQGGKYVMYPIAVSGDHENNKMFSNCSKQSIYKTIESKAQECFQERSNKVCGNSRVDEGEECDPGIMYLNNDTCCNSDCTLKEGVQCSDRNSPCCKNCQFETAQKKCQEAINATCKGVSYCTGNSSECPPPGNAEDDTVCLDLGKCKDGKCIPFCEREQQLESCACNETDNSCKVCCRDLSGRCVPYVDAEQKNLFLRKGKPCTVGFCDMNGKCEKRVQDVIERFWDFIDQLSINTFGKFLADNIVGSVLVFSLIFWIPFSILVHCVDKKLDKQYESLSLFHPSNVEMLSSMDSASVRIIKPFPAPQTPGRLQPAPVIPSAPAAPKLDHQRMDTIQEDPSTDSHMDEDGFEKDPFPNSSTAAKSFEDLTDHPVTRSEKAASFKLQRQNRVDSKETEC
ssDAF12 agonist = activates DAF-12 receptor from parasite S. stercoralis. HEK293 ssDAF-12/GRIP1 lit1-tk-luc reporter, luminescence; % of 3 µM dafachronic acid response. 370,000 tested, 1% active. activation, % at 6.8 µM;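 active = activation above the mean over all tested compounds plus 3 SD, cut at about 0.9% in these data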;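 also: 0% = DMSO-only wells and 100% = 3 µM delta7-dafachronic acid wells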
SMARCA2 act = increases SMARCA2 function in MMTV reporter cells; 370,000 tested, 1% active; MG213 cells, MMTV-luciferase reporter, dexamethasone, overnight; activation, % at 9.1 µM; in the data active = activation above about 7.8%;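 also: 0% = vehicle wells and 100% = reference activator wells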
GC-A act = GC-A (human) enzyme activation; HEK293 GC-A cells, cGMP TR-FRET, EC30 ANP; 0% at EC30 ANP, 100% saturating ANP; 370,000 tested, 0.14% active; activation, % at 10 µM; in the data active = activation above about 40%
DAX1 inh-1 = DAX1 (NR0B1) inhibition, primary screen; HEK293T StAR-luciferase reporter, SF-1/DAX-1 repression relief; inhibition, % at 6.8 µM; 370,000 tested, 1.1% active; AID 652010;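 active = inhibition above the mean over all tested compounds plus 3 SD, cut at about 3.6% in these data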;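 also: 0% = DAX-1 cells with DMSO and 100% = cells lacking DAX-1 with DMSO; higher inhibition means more luminescence from relief of DAX-1 repression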
hgDAF-12 ag = activates the H. glycines DAF-12 receptor ligand-binding domain; HEK293 GAL4-hgDAF12 UAS-luciferase reporter, agonist luminescence; normalized to butyrate control; activation, % at 6.8 µM; 370,000 tested, 1.8% active;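 active = activation above a cutoff set at the mean of all screened compounds plus 3 SD, cut at about 10% in these data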;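 also: 0% = DMSO wells and 100% = sodium butyrate wells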
hcDAF-12 act = activates DAF-12 receptor from parasite H. contortus; 370,000 tested, 1.4% active; activation, % at 6.8 µM; HEK293 hcDAF-12 lit1-tk-luc reporter, luminescence; 0% DMSO, 100% Δ7-dafachronic acid;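 active = activation above the mean of all tested compounds plus 3 SD, cut at about 5.5% in these data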;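 also: 100% = response to 3 µM Δ7-dafachronic acid high control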
PG9 binder = small molecules binding HIV-1 gp120 antibody PG9; TR-FRET gp120-PG9 antibody binding; inhibition, % at 6.7 µM; 360,000 tested, 0.43% active; in the data active = inhibition above about 8.5%
ADAM10 inh = ADAM10 inhibition, QFRET primary screen; O14672; recombinant ADAM10, EDANS/DABCYL FRET peptide cleavage, 3 h; inhibition, % at 7 µM; 370,000 tested, 0.62% active;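 active = inhibition above a per-campaign cutoff equal to the mean of compounds falling between control-based bounds plus 3 SD, cut at about 20% in these data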;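 also: 0% = DMSO wells while the 100% control is not disclosed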
DAX1 inh-2 = inhibits human nuclear receptor DAX1 | P51843 | HEK293 Gal4-DAX1 luciferase reporter, luminescence | inhibition, % at 6.75 µM | 340,000 tested, 0.99% active | AID 504766;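 active = inhibition above the mean over all tested compounds plus 3 SD, cut at about 4.2% in these data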;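 also: 0% = DAX1-transfected cells with DMSO and 100% = empty-vector control cells with DMSO; inhibition shows as a rise in luminescence from relieved DAX1 repression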
Target sequence (P51843 207-470 limits assumed): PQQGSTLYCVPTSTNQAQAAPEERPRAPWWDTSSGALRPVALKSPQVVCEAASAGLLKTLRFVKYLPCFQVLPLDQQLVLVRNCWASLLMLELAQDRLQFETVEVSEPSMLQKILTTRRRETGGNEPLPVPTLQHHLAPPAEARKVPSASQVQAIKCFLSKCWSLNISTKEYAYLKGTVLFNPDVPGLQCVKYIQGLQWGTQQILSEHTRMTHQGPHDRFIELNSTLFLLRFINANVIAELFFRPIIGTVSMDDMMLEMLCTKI
Numbers without * were called inactive; i = inactive; . = not tested or not shown; & = joins results of further samples. This is a random part of the collection, and some 6.8% of all compounds hit somewhere here.

No.	compound	FXN GAA850 act	ADAM17 inh	ssDAF12 agonist	SMARCA2 act	GC-A act	DAX1 inh-1	hgDAF-12 ag	hcDAF-12 act	PG9 binder	ADAM10 inh	DAX1 inh-2
1	C=CCn1c(SCC(=O)N2CCN(C(=O)OCC)CC2)nc2c([nH]c3ccccc32)c1=O	1.8	-4	0.8	-4	-1	0.6	-1.1	4.7	0.4	-11	1.2
2	Cc1ccccc1OCCCC(=O)Nc1ccc(Br)cc1	0.6	3	-0.7	-8	1	0.6	0.1	-1.2	3.0	17	1.3
3	CC1(NC(=O)Cc2ccc(Cl)c(Cl)c2)CCS(=O)(=O)C1 (configuration not stated)	1.2	-3	0.3	-1	-3	1.1	-0.2	-1.1	0.5	-9	0.4
4	O=c1c2ccccc2[nH]c2ccc(O)cc12	8.2*	-156	-0.9	0	0	0.7	0.6	-1.4	-3.9	-481	-0.1
5	O=C(Nc1ccccn1)c1cccc(S(=O)(=O)N2CCCc3ccccc32)c1	2.4	0	-1.2	-1	-1	-1.6	0.8	-1.1	0.3	4	-0.9
6	COc1ccccc1N1CCN(Cc2cn[nH]c2-c2ccc(F)cc2)CC1	-1.8	-2	-1.6	-1	-2	-0.4	-1.3	-0.9	0.3	-3	0.2
7	O=C(Cn1ccc(=O)[nH]c1=O)Nc1nccs1	-0.3	-3	-0.7	-3	2	-0.7	2.8	2.2	0.1	-16	0.5
8	CC(=O)C(C)Oc1ccc2c3c(c(=O)oc2c1)CCCCC3 (configuration not stated)	5.3	-365	-1.3	6	1	-0.1	11*	3.6	-1.1	i	1.6

Continuation.
No.	compound	FXN GAA850 act	ADAM17 inh	ssDAF12 agonist	SMARCA2 act	GC-A act	DAX1 inh-1	hgDAF-12 ag	hcDAF-12 act	PG9 binder	ADAM10 inh	DAX1 inh-2
9	COCCCN(CC(=O)O)S(=O)(=O)c1ccccc1	1.2	1	0.2	-2	3	0.1	0.1	-0.6	0.3	1	0.5
10	CC1Oc2ccccc2N(CC(=O)NC2CCCC2)C1=O (configuration not stated)	0.1	1	-0.3	-1	-3	0.0	1.2	-1.7	0.7	0	0.6
11	CN1CCN(c2ccc(Cl)cc2NC(=O)/C=C/c2cccc(F)c2)CC1	1.4	0	-1.1	-2	-8	-0.6	6.8	1.3	0.5	-5	-0.4
12	C=CCOc1ccc(C=Nc2ccc(C)c(Cl)c2)c(O)c1	1.5	2	-1.1	-2	4	0.4	1.8	0.1	1.3	-4	-0.7
13	CN(C)CCCN=c1cc(-c2ccccc2)oc2ccc(Cl)cc12	5.7	1	-0.3	6	7	4.4*	9.9	5.2	0.0	-3	6.3*
14	O=C(NCC(c1cccnc1)N1CCN(c2ccccc2)CC1)C1CCCCC1 (configuration not stated)	-0.9	0	-1.1	0	-2	0.1	0.0	-2.1	-1.5	-23	-0.2
15	COC(=O)c1cc(/C=C/c2ccccc2)on1	-0.2	-14	-1.3	-1	59*	0.3	2.3	0.9	-0.3	-26	1.9
16	Cc1ccc(S(=O)(=O)N2CCN(CC(O)CN3CCOCC3)CC2)cc1 (configuration not stated)	1.4	0	-0.7	-3	1	0.8	0.2	-0.8	-1.3	-3	-0.1

The listing continues.
No.	compound	FXN GAA850 act	ADAM17 inh	ssDAF12 agonist	SMARCA2 act	GC-A act	DAX1 inh-1	hgDAF-12 ag	hcDAF-12 act	PG9 binder	ADAM10 inh	DAX1 inh-2
17	CN1CCN(C(=O)CSc2nc(-c3cccs3)ccc2C#N)CC1	2.6	-156	-0.2	3	2	0.2	3.4	2.2	0.9	i	0.5
18	COc1ccccc1N1C(=O)c2ccccc2NC1c1ccc(O)cc1 (configuration not stated)	-0.8	-153	-0.6	0	-4	0.2	3.4	-0.9	-2.1	-401	-1.4
19	Cc1cc2c(c(CO)c1CCO)C(=O)[C@@H](C)[C@@H]2O	-0.4	0	-1.5	2	2	0.0	2.7	0.0	-2.4	1	0.2
20	O=C(CSc1ncnc2scc(-c3ccc(F)cc3)c12)c1ccc2c(c1)OCCO2	1.9	6	-1.5	-6	5	0.0	-0.2	-1.3	-2.4	15	0.0
21	Cc1cccnc1NC(=O)c1ccc(S(=O)(=O)N2CCCCC2)cc1	1.0	2	-0.7	-3	0	1.9	2.1	0.5	2.4	2	1.9
22	O=C(Nc1ccccn1)c1ccc(S(=O)(=O)N2CCCCCC2)cc1	1.1	-2	-0.2	3	-2	4.3*	7.7	-0.3	1.2	-5	0.9
23	Cc1c(Cl)cccc1N(CC(=O)N1CCCCCC1)S(C)(=O)=O	0.6	-3	-1.6	1	-4	0.2	-1.0	-1.0	-1.1	-5	-0.3
24	COc1cccc(NC(=O)CN(C)CC(=O)Nc2cccc(C(F)(F)F)c2)c1	0.2	-3	-1.1	-5	-2	0.3	1.1	-2.7	0.5	5	2.9

Later entries:
No.	compound	FXN GAA850 act	ADAM17 inh	ssDAF12 agonist	SMARCA2 act	GC-A act	DAX1 inh-1	hgDAF-12 ag	hcDAF-12 act	PG9 binder	ADAM10 inh	DAX1 inh-2
25	Cc1nc2ccc(C(=O)Nc3ccccc3Cl)cc2s1	3.0	-2	-0.9	7	5	2.1	11*	0.7	0.2	-5	3.1
26	CCOC(=O)C(NCCc1ccc(F)cc1)(NC(=O)CC)C(F)(F)F (configuration not stated)	2.2	1	-0.8	-1	0	0.1	-0.2	0.0	2.9	6	-0.6
27	O=C(c1ccc2c(c1)OCO2)C1CCCN(C(=O)Nc2ccc(F)cc2F)C1 (configuration not stated)	-0.6	-6	-0.5	3	1	-0.2	4.5	-2.9	-0.2	-3	-0.1
28	COc1ccc(OC)c(NC(=O)COC(=O)Cn2nnc(-c3ccccc3)n2)c1	0.1	0	-1.1	0	30	-0.7	2.8	-0.6	-0.2	0	-0.5
29	CC(CC(F)(F)F)N1CCC(n2nccc2NC(=O)CCCc2ccccc2)CC1 (configuration not stated)	1.8	-7	-0.6	-1	2	1.7	0.2	1.3	0.4	-1	0.9
30	Cc1ccc(Br)c(NS(=O)(=O)c2cccc(C(=O)N3CCNC(=O)C3)c2)c1	0.9	-1	-0.9	1	0	0.5	-1.7	-1.4	-0.6	-1	1.1
31	O=C(N/N=C/c1cccs1)C(=O)Nc1cccc(Cl)c1	2.5	1	-1.5	-3	-1	-0.4	2.8	0.8	-1.8	5	-0.2
32	CCOC(=O)C(C)C1(O)c2ccccc2-c2ncccc21 (configuration not stated)	-2.6	-5	-1.2	-2	0	-0.2	1.6	-0.5	-0.5	5	0.9

The list goes on.
No.	compound	FXN GAA850 act	ADAM17 inh	ssDAF12 agonist	SMARCA2 act	GC-A act	DAX1 inh-1	hgDAF-12 ag	hcDAF-12 act	PG9 binder	ADAM10 inh	DAX1 inh-2
33	CC(NC(=O)Cc1ccsc1)c1ccc(S(N)(=O)=O)cc1 (configuration not stated)	0.3	-5	-1.1	1	4	-0.6	-1.7	0.1	0.3	1	1.2
34	Cc1ccc(N=Cc2c(O)n(-c3ccc4c(c3)OCO4)c(=O)c3ccccc23)cc1	-1.5	0	-1.7	0	-2	-0.1	0.1	-2.2	0.2	-6	0.8
35	C#CCOC(=O)CCCC(=O)NCCCCCCCC	3.1	-2	-1.7	1	5	-0.7	0.0	0.3	1.8	-8	1.2
36	O=C(Nc1ccccc1Br)c1cccc2ccccc12	-0.2	1	-0.6	0	-1	-0.8	3.6	-1.4	-1.1	9	.
37	O=c1[nH]cnc2c1nc(NCc1ccccc1)n2C1O[C@@H](CO)[C@H](O)[C@@H]1O (some centres not stated)	0.4	1	-0.8	-2	-1	-0.3	-1.4	-0.1	-0.7	1	2.5
38	CCCc1[nH][nH]c(=O)c1C(c1ccc(Cl)cc1)C(C#N)C#N (configuration not stated)	-0.6	6	-1.8	-5	-4	0.2	-0.6	-1.7	-1.1	-4	0.6
39	COc1cc2ccccc2cc1C(=O)Nc1ccc(C)cn1	2.5	1	0.2	4	0	5.5*	11*	5.7*	-2.0	0	1.2
40	COc1ccc(N(CC(=O)NCc2ccccc2OC)S(=O)(=O)c2ccccc2)cc1	-1.1	2	-0.8	-1	-4	-0.4	0.2	-2.2	-0.4	-1	0.8

The listing continues:
No.	compound	FXN GAA850 act	ADAM17 inh	ssDAF12 agonist	SMARCA2 act	GC-A act	DAX1 inh-1	hgDAF-12 ag	hcDAF-12 act	PG9 binder	ADAM10 inh	DAX1 inh-2
41	CC1(C)CC(=O)C=C(NC2CCCCC2)C1	0.8	-3	-1.3	0	2	0.1	0.7	-0.2	-3.3	-1	0.2
42	CC(Sc1nnnn1-c1ccc(O)cc1)C(=O)NNC(=O)c1ccc(F)cc1 (configuration not stated)	0.6	-3	-0.5	-3	1	-2.1	0.8	-1.2	-0.2	-12	0.7
43	CCOc1cccc2cc(C(=O)Nc3ccccc3-c3ccccc3)c(=O)oc12	-4.1	-1	-0.7	-2	-15	0.5	2.2	3.5	-0.3	8	0.1
44	C[C@H](CCC(=O)NCC(=O)O)[C@H]1CC[C@H]2[C@@H]3[C@H](O)C[C@@H]4C[C@H](O)CC[C@]4(C)[C@H]3C[C@H](O)[C@]12C	0.9&-0.3&-0.6	-3&-4&-5	-1.4&-0.9&-0.7	-2&-2&0	3&0&6	0.4&-0.1&1.3	1.5&0.5&4.2	-2.5&-1.4&-0.7	-1.0&-1.4&-1.3	-1&-2&-5	-0.6&-0.3&-0.1
45	Cc1cc2c(cc1C)NC(C)CC(=O)N2 (configuration not stated)	0.5	-14	-0.6	0	-4	-1.4	-1.6	-1.2	-1.8	-57	0.4
46	CC(=O)Oc1c(C)c(C)c2c(c1C)CC[C@@](C)(CCC[C@H](C)CCC[C@H](C)CCCC(C)C)O2	0.2	-3	-1.0	3	3	-0.5	1.3	2.5	-1.7	0	-0.9
47	COc1ccc(S(=O)(=O)NCC2CCCN(C(=O)CNC(C)=O)C2)cc1 (configuration not stated)	2.2	1	-1.2	-2	0	-0.1	-2.9	-0.8	-0.5	-2	-0.2
48	Cc1cccc(S(=O)(=O)NC(=O)C2(C)CCN2C(=O)Cc2ccsc2)c1 (configuration not stated)	0.3	2	-1.4	-2	3	-0.1	-2.5	-0.2	0.2	8	.
49	O=C(CSc1nc2scc(-c3ccccc3)c2c(=O)[nH]1)N1CCOCC1	-2.0	-6	-0.6	-1	-1	0.4	-0.1	-0.5	1.2	-7	0.9
50	CCOC(=O)CSc1nc2c(sc(=S)n2-c2ccc(CC)cc2)c(=O)[nH]1	-2.2	4	-0.3	2	-2	-0.4	-3.0	0.2	-2.2	10	-0.6
